Screening results: PubChem BioAssay, National Center for Advancing Translational Sciences (NCATS)
GLP1R inv ag: acts as inverse agonist at human GLP-1 receptor | P43220 | HEK293 GLP-1R CRE-luciferase, luminescence, 24 h; GLP-1R form is constitutively active | Potency, µM (top dose mostly 38.3 µM), for inactives: at the highest dose activity change, negative = inhibition, most hits filed as inhibitors | 410,000 compounds, 1.6% hits; also: % is scaled to controls: 0 for no effect and ±100 for the full control effect; nearly all actives have a fitted effect of over 55% in size
Target sequence (P43220 whole entry, looked up): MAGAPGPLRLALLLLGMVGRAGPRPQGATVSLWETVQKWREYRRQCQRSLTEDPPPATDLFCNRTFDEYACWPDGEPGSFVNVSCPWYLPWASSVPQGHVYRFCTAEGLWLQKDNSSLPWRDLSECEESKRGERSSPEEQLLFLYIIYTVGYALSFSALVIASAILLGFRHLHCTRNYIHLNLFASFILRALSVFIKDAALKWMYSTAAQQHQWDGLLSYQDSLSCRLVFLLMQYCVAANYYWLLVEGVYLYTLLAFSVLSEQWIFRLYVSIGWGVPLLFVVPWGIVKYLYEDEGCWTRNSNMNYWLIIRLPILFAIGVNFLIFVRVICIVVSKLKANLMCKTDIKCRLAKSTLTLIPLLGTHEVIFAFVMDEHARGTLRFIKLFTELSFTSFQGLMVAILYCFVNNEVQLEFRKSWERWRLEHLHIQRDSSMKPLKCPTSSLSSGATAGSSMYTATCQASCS
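Luminescence readout: a drop in cAMP-driven luciferase signal flags inverse agonism at a constitutively active GLP-1R stably expressed in HEK293. Compound exposure lasted 24 hr at 37 deg C, 5% CO2.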
SW480 rerep: inducers of DNA re-replication in SW480 colon cancer cells; SW480 DNA re-replication, Hoechst DNA content imaging, 48 h; Potency, µM (titrated, usually from 46.1 µM), for inactives: at the highest dose re-replication activation, actives largely listed as activators; 340,000 compounds, 1.8% hits; also: % of control where 0% means no effect; nearly all actives have a fitted effect of over 55% in size
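Readout is total intensity of Hoechst-stained nuclei, excited at 405 nm and collected at 500-530 nm. Compound treatment lasted 48 hr at 37 C in 5% CO2 before staining.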
HT1080 IDH1KD tx: toxicity to HT-1080 IDH1 knockdown cells (counter line). HT-1080 IDH1 knockdown viability, ATP luminescence, 48 h. Potency, µM (top dose mostly 46.1 µM), inactives show at the highest dose activity, negative = toxicity, usual class: cytotoxic. 360,000 compounds, 2% hits. AID 686971;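 also: 0% = DMSO wells and -100% = cell-free medium wells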
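Using the IDH1-knockdown HT-1080 line run in the same batch and compound series as the NT line, viability after 48 h at 37 °C was determined by CellTiter-Glo luminescence and expressed as % activity.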
GLP1R cytotox: cytotoxic in the GLP-1 receptor inverse agonist counter-screen; HEK293 cAMP-luciferase reporter cells, luminescence, 24 h; Potency, µM (top dose mostly 38.3 µM), for the others: top-dose activity change, negative = inhibition, usual class: inhibitors; 410,000 compounds, 0.13% hits;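 also: loss of luciferase light is scored as toxicity; % is scaled to controls: 0 for no effect and ±100 for the full control effect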
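Here, cytotoxicity is scored as loss of luminescence. The MLSMR collection was tested on cells seeded in medium containing 10% Nu serum, with a 24 hr compound exposure preceded by 12 hours of culture.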
KB-3-1 cytotox: KB-3-1 parental cell cytotoxicity; KB-3-1 viability, CellTiter-Glo ATP luminescence, 72 h; Potency, µM (doses to about 46.1 µM), inactives show top-dose activity change, negative = cytotoxic, usual class: cytotoxic; 400,000 compounds, 1.4% hits; also: % is scaled to controls: 0 for no effect and ±100 for the full control effect; nearly all actives have a fitted effect of over 60% in size
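72 h, 37 °C compound treatment of KB-3-1 parental cells; CellTiter-Glo added, 10 min, luminescence read. Data corrected against DMSO-only plates and normalized before curve fitting.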
GLP1R ag: agonists of human GLP-1 receptor; P43220; HEK293 GLP-1R CRE-luciferase, luminescence, 4-6 h; cells express a hypersensitive GLP-1R form; AID 624172; Potency, µM (top dose mostly 45.6 µM), without a hit: at the top dose activation, most hits filed as activators; 380,000 compounds, 0.007% hits; also: % of control where 0% means no effect
KB-V1 cytotox: kills drug-selected multidrug resistant KB-V1 cells; KB-V1 MDR cells viability, CellTiter-Glo, 72 h; 400,000 compounds, 3.4% hits; Potency, µM (highest dose often 46.1 µM), inactives show at the top dose activity change, negative = cytotoxicity, hits mostly cytotoxic; also: % is scaled to controls: 0 for no effect and ±100 for the full control effect; nearly all actives have a fitted effect of over 60% in size
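KB-V1 cells (P-gp-expressing MDR subline of KB-3-1) in phenol-red-free DMEM with 10% FBS were exposed to library compounds over a concentration series for 72 h at 37 degrees C. Viability read by CellTiter-Glo luminescence; concentration-effect curves fitted after normalization.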
HT1080-NT tox: kills 2HG-producing HT-1080-NT fibrosarcoma cells | HT-1080-NT fibrosarcoma viability, CellTiter-Glo ATP luminescence, 48 h | Potency, µM (titrated, usually from 46.1 µM), for the others: at the highest dose activity, negative = less viability, actives largely listed as cytotoxic | 360,000 compounds, 1.6% hits;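 also: NT is the 2HG producing partner of a matched IDH1 knockdown line; 0% = DMSO-treated cells and -100% = media-only wells without cells; nearly all actives have a fitted effect of over 55% in size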
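Viability by CellTiter-Glo luminescence after 48 h compound exposure at 37C of HT-1080-NT cells (750/well, RPMI, 5% FBS). % activity scaled between DMSO wells and medium-only wells, then curve-fitted and categorized by curve class.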
TDP-43 yeast inh: rescues yeast growth from TDP-43 toxicity | TDP-43 expressing yeast growth rescue, BacTiter-Glo, 24 h | Potency, µM (top dose mostly 46.1 µM), for the others: top-dose growth rescue (activation), most hits filed as activators | 410,000 compounds, 1.8% hits | AID 652104; also: % of control where 0% means no effect; nearly all actives have a fitted effect of over 50% in size
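Cell-based yeast growth screen: TDP-43 expression induced in galactose, inoculum OD600=0.02 after raffinose pregrowth to mid-log. Read-out BacTiter-Glo luminescence at 24 hr, 30 deg C; inhibition of toxicity seen as signal increase.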
* marks the source's active call; other numbers are inactive results; ? = inconclusive; . = no result given; & = joins results of further samples; [ ] = remark or other dose. Calls follow the shape of the dose curve; as a rule, active = well fitted curve in the direction sought with a large enough effect; inconclusive = small, poorly fitted or top-dose-only effect, or another doubt; inactive = no such curve, though single readings can be large; an effect the other way counts as inactive or inconclusive. Potency is read from the fitted curve at half-maximal effect.

SMILES | GLP1R inv ag | SW480 rerep | HT1080 IDH1KD tx | GLP1R cytotox | KB-3-1 cytotox | GLP1R ag | KB-V1 cytotox | HT1080-NT tox | TDP-43 yeast inh
CN(C(=O)COC(=O)c1cccc(S(=O)(=O)N2CCCCC2)c1)C1CCS(=O)(=O)C1 (centres undefined) | ? | -16% | 5% | 3% | -2% | 7% | 10% | 0% | -12%
Cc1ccc(-n2c(C3CC3c3ccc(Cl)cc3)n[nH]c2=S)cc1 (centres undefined) | -18% | ? | ? | -7% | -15% | 18% | 21µM* | ? | -19%
O=C(Nc1ccccc1Oc1cccnc1)C1CCCN(Cc2ccccc2O)C1 (centres undefined) | ? | 0% | -5% | -14% | -3% | -1% | 8% | -25% | -2%
COc1cc(C(=O)N2CCN(c3cccc(C)c3C)CC2)ccc1OCC(=O)N1CCOCC1 | -10% | -13% | -1% | -18% | 2% | 2% | -6% | 2%[9.24 µM] | 14%
O=C(COc1cccc2ccccc12)Nc1ccc(Cl)cc1C(=O)O | ? | -13% | ? | -23% | ? | -6% | -9% | -29% | -15%
Cc1ccc(SCCC(=O)Nc2ccccc2C(=O)NC2CCCCC2)cc1 | 7% | 3% | 7% | 5% | 3% | 6% | -4% | 24% | -8%
NC(=O)Cc1ccc(C(=O)c2ccc(Cl)cc2)s1 | 18% | 1% | -15% | 6% | -8% | 9% | -15% | 1% | 0%
CC(C)c1ccc(S(=O)(=O)/N=C2\C=C(NS(=O)(=O)c3ccccc3)C(=O)c3ccccc32)cc1 | ? | ? | ? | ? | ? | 0% | ? | -27% | -14%
CCN(Cc1cc(=O)[nH]c2ccccc12)C(=O)c1ccc(C)cc1 | -23% | -6% | 3% | 8% | -1% | -2% | 20% | -1% | 7%
CCN(C(=O)CSc1nc2ccccc2n1CC(=O)Nc1cccc(C#N)c1)c1ccccc1 | ? | . | . | 9% | -1% | . | -25% | . | 0%
COCC(C)n1c(C)cc(C(=O)COC(=O)c2n[nH]c3ccccc23)c1C (centres undefined) | ? | 2% | -1% | -7% | -10% | -29% | 2% | -1% | 18%
CCOC(=O)c1ccc(NC(=O)CSc2nc3c(c(=O)n2-c2ccccc2OC)SCC3)cc1 | 5% | -12% | 7% | 1% | 6% | -7% | 22% | 8% | 0%
CC(=O)Nc1ccc(Nc2ncnc3c2cnn3-c2ccc(C)cc2C)cc1 | -9% | -2% | 1% | -2% | 6% | 8% | ? | 14% | 19%
COCC(=O)N(C)C[C@H]1N[C@@](C)(C(=O)OC)[C@H]2C(=O)N(C)C(=O)[C@@H]12 | 2% | -1% | 17% | -4% | 19% | 0% | 4% | 23% | 10%
CCOc1ccc(-n2c(N)c(C(=O)N3CCN(C)CC3)sc2=S)cc1 | 0% | -144%[inhibitor] | 1% | 0% | -3% | 30% | -5% | -1% | 0%
O=C(COC(=O)Cc1ccc(Cl)cc1)Nc1c(F)cccc1F | 14% | -16% | 0% | 15% | 7% | 7% | 8% | 8% | -19%[0.397 µM]
O=C(Cc1cccs1)Nc1ccc2c(c1)C(=O)OC2 | 14% | 7% | -14% | 5% | 0% | -6% | -7% | -13% | -28%
COCC1CCCN(C(=O)c2ccc3oc(C(C)C)nc3c2)C1 (centres undefined) | 40%[activator] | -10% | 1% | 7% | -8% | -1% | -12% | 11% | 11%
Cc1ccnc(NC(=O)c2ccccc2[N+](=O)[O-])c1 | 7% | -1% | 13% | -4% | 0% | -5% | ? | 9% | 20%
C/C(=N\Nc1ccc(Cl)nn1)c1ccccc1O | ? | ? | 3.3µM* | -8% | 15µM* | 16% | ? | 0.73µM* | 13%
CC1CCCCN1S(=O)(=O)c1ccc(C(=O)Nc2nnc(-c3ccncc3)o2)cc1 (centres undefined) | -17% | 0% | ? | -8% | ? | 4% | ? | ? | ?
CCOc1ccc(CCNC(=O)COC(=O)/C=C/c2cccc(OC)c2)cc1OCC | 23% | -1% | 9% | 16% | -15% | 23% | -1% | 8% | 0%
CCNC(=O)N(CC)C[C@H]1N[C@@](Cc2ccccc2)(C(=O)OC)[C@H]2C(=O)N(Cc3ccccc3)C(=O)[C@@H]12 | 0% | 0% | 13% | 8% | 0% | -1% | 0% | 17% | 18%
CCOC(=O)CC1CCCCN1C(=O)CCCn1nnnc1CN1CCOCC1 (centres undefined) | 22% | -1% | -1% | -3% | 13% | -2% | -4% | 0% | -1%
COC(=O)c1cc(Br)ccc1N(Cc1cc(OC)cc(OC)c1)S(C)(=O)=O | -28% | -3% | -17% | 0% | -17%&-1% | -1% | ? | -5% | 7%
COc1cc(CN(C(=O)c2ccccc2F)C2CCS(=O)(=O)C2)cc(OC)c1OC (centres undefined) | -4% | . | . | -2% | 7% | . | 2% | . | 14%
COC(=O)c1cn(NC(=O)c2cc([N+](=O)[O-])ccc2F)c(=O)c2ccccc12 | 1.6µM* | ? | 9.2µM* | -6% | ? | 1% | 12µM* | ? | 13%
CC(C)(C)OC(=O)N1CCCC(C(=O)Nc2ccc(C(=O)N3CCCCC3)cc2)C1 (centres undefined) | 5% | 4% | 19% | 3% | 15% | 3% | -15% | 11% | ?
Cc1cc(C)c(-n2c(C)cc(/C=C3/NC(=O)NC3=O)c2C)c(C)c1 | 20% | 0% | ? | ? | -14% | 5% | 0% | ? | 10%
COC(=O)c1ccc(C)c(NC(=S)NCc2ccc(Cl)cc2)c1 | ? | -6% | -3% | 4% | -13% | -9% | 23µM* | -5% | ?
CCOc1ccc(NC(=O)CN(C)C(=O)C2CC(=O)N(CCc3ccc(OC)c(OC)c3)C2)cc1OCC (centres undefined) | 17% | -5% | 0% | -9% | 4% | 3% | 1% | 0% | 1%
COc1ccc(/C(O)=C2/C(=O)C(=O)N(CCCN3CCOCC3)C2c2ccc(C)cc2)cc1 (centres undefined) | 2% | -12% | 11% | 2% | 15% | 0% | ? | 7% | 7%
CCOC(=O)c1c(C)oc2cc(Br)c(O)c(Br)c12 | 17% | -5% | 0% | 0% | -21% | 14% | ? | -3% | 13µM*
CN(CCc1ccccc1)C(=O)c1ccc(NC(=O)Cc2ccc(NC(=O)C3CCN(C(=O)C4CCCC4)CC3)cc2)cc1 | -29% | ? | ? | -11% | ? | -3% | -8% | -23% | -8%
COc1ccc(-n2nc(C(=O)NCC(=O)NCCCN3CCOCC3)c3ccccc3c2=O)cc1Cl | 9% | -1% | 6% | ? | 4% | 10% | 15% | -8% | -6%
CCn1cnc2c(Nc3cccc(Cl)c3)nc(C#N)nc21 | . | 14% | . | . | 0% | -4% | ? | . | .
Cc1ccc(C(=O)CSc2nn3c(=O)c(C(C)(C)C)nnc3s2)cc1 | 0% | 4% | 6% | -5% | 1% | -7% | -27% | 6% | -10%
O=C(O)C1C2CCC(O2)C1C(=O)Nc1ccc(O)cc1 (centres undefined) | 16% | 9% | 7% | -10% | 0% | -3% | 5% | 3% | 7%
CCN(CC)CCn1c2c(c(SCC(=O)Nc3ccccc3Cl)nc1=O)CCCC2 | -20% | -2% | 0% | 12% | 2% | -10% | -26% | -5% | 13%
Cc1ccc(OCCn2cc(/C=C(\C#N)C(=O)NCC3CCCO3)c3ccccc32)cc1 (centres undefined) | ? | . | -10% | 26% | -11% | 19% | 21µM* | -4% | 16%

Some of the entries so far, with each value named:
CCn1cnc2c(Nc3cccc(Cl)c3)nc(C#N)nc21
  GLP1R inv ag: . | SW480 rerep: 14% | HT1080 IDH1KD tx: . | GLP1R cytotox: . | KB-3-1 cytotox: 0% | GLP1R ag: -4% | KB-V1 cytotox: ? | HT1080-NT tox: . | TDP-43 yeast inh: .
Cc1ccc(C(=O)CSc2nn3c(=O)c(C(C)(C)C)nnc3s2)cc1
  GLP1R inv ag: 0% | SW480 rerep: 4% | HT1080 IDH1KD tx: 6% | GLP1R cytotox: -5% | KB-3-1 cytotox: 1% | GLP1R ag: -7% | KB-V1 cytotox: -27% | HT1080-NT tox: 6% | TDP-43 yeast inh: -10%
O=C(O)C1C2CCC(O2)C1C(=O)Nc1ccc(O)cc1 (centres undefined)
  GLP1R inv ag: 16% | SW480 rerep: 9% | HT1080 IDH1KD tx: 7% | GLP1R cytotox: -10% | KB-3-1 cytotox: 0% | GLP1R ag: -3% | KB-V1 cytotox: 5% | HT1080-NT tox: 3% | TDP-43 yeast inh: 7%

The results go on:
SMILES | GLP1R inv ag | SW480 rerep | HT1080 IDH1KD tx | GLP1R cytotox | KB-3-1 cytotox | GLP1R ag | KB-V1 cytotox | HT1080-NT tox | TDP-43 yeast inh
CN1CC[C@H](CN2c3ccccc3Sc3ccccc32)C1 | . | ? | . | . | ? | -2% | 0% | . | .
CCOC(=O)C1=C(C)N(C)C(C)=C(C(=O)OCC)C1c1ccc(C(=O)OC)cc1 | ? | 3% | -20% | -5% | -15% | 5% | ? | -4% | 20%
O=C(CCNC(=O)C1CCN(S(=O)(=O)c2ccc(F)cc2)CC1)NC1CC1 | -17% | 0% | -1% | -4% | -5% | -2% | -3% | -1% | -7%
O=C(Nc1cccc2nsnc12)c1cccnc1 | 70%[activator] | -104%[inhibitor] | 18% | 85%[activator] | 11% | 10% | -4% | 12% | 1%
O=S(=O)(Nc1nccs1)c1ccc(NS(=O)(=O)c2c(F)cc(F)c(Cl)c2F)cc1 | -13% | -17% | 3% | 1% | -7% | -9% | 56% | 1% | -13%
CCN1CCN(C(=O)Cn2ncc3c4ccccc4n(Cc4ccccc4)c3c2=O)CC1 | ? | . | . | -19% | 3% | . | 1% | . | 9%
COc1cc(NC(=O)c2cc3c(s2)-c2ccccc2OC3)cc(OC)c1OC | ? | . | . | -23% | ? | . | ? | . | 24%[9.22 µM]
OC1(c2ccc(F)cc2)CN(c2ccccc2)C2=[N+]1CCS2 (centres undefined) | -13% | 4% | -2% | 13% | 1% | 3% | -12% | -7% | 3%
CC(C)(C)CNc1cc(N2CCCC2)ccc1[N+](=O)[O-] | 9% | -4% | 4% | 8% | 16% | 4% | ? | 4% | -17%
CCOc1ccc(S(=O)(=O)N2CCN(c3ncccn3)CC2)cc1 | 9% | 0% | -7% | 0% | -12% | 11% | -10% | 0% | -7%
